Compound activity deposited in PubChem BioAssay by National Center for Advancing Translational Sciences (NCATS).
ALDH1A1 inh: qHTS Assay for Inhibitors of Aldehyde Dehydrogenase 1 (ALDH1A1) | Aldehyde dehydrogenase 1A1 (Homo sapiens), P00352 | Purified ALDH1A1, NADH fluorescence, propionaldehyde substrate | Potency, µM (highest dose often 75.3 µM), for the others: at the top dose activity, negative = inhibition, hits mostly inhibitors | 220,000 compounds, 7.3% hits | AID 1030, 2008; active means well fitted inhibition curve with a large enough effect, not every such curve was filed as active; inconclusive means small, poorly fitted or top-dose-only effect, or another doubt; inactive means no such curve, though single readings can be large or run the other way;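 further: plate controls were no enzyme wells and a reference inhibitor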
Tau fibril ThT: qHTS for Inhibitors of Tau Fibril Formation, Thioflavin T Binding. Microtubule-associated protein tau (Homo sapiens), P10636. recombinant tau K18 P301L, heparin-induced fibrillization, ThT fluorescence. Potency, µM (series often up to 57.4 µM), for inactives: top-dose activity, negative = inhibition, usual class: inhibitors. 270,000 compounds, 2.1% hits; further: nearly all actives have a fitted effect of over 55% in size
Target sequence (P10636 561-689 P618L limits assumed): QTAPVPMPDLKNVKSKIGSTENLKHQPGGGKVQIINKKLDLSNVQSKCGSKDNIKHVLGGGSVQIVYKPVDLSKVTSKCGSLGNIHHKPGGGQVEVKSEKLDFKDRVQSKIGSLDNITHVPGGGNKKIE
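In this qHTS, human K18 P301L tau is incubated with compound and heparin for 6 hr at 37 C, and Thioflavin T fluorescence then reports fibril load.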
TR SRC2 fluor cs: Total Fluorescence Counterscreen for Inhibitors of the Interaction of Thyroid Hormone Receptor and Steroid Receptor Coregulator 2; 280,000 compounds, 0.29% hits; Potency, µM (series often up to 106 µM), inactives show at the highest dose fluorescence change, negative = quenching; TRb/SRC2 Texas Red total fluorescence interference; active means well fitted curve in either direction with a large enough effect; inconclusive means small, poorly fitted or top-dose-only effect
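Human TRb ligand-binding domain at 0.6 uM with 20 nM Texas Red SRC2 peptide in Tris buffer containing 1 uM T3 and 5% DMSO, incubated with compound 5 h at ambient temperature. Total fluorescence (555/632 nm) calculated as parallel + 2 × perpendicular.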
Tau fluor counter: Counterscreen qHTS for Inhibitors of Tau Fibril Formation, Fluorescence Polarization; Potency, µM (doses to about 57.7 µM), inactives show at the highest dose activity change, negative = decrease; 280,000 compounds, 0.93% hits; AID 1463, 2008; tau K18 P301L Alexa594 fluorescence, heparin fibrillization; further: nearly all actives have a fitted effect of over 55% in size
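Human tau K18 P301L (15 uM unlabeled, 0.24 uM Alexa 594-labeled) in 100 mM sodium acetate pH 7 with 20 uM heparin, 6 hr at 37 C. ThT 30 uM added, 1 hr ambient; Alexa 594 FP and total fluorescence read at 555/632 nm.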
L3MBTL1 inh: qHTS Assay for the Inhibitors of L3MBTL1 | Potency, µM (doses to about 57.1 µM), for the others: top-dose activity, negative = inhibition, hits mostly inhibitors | AlphaScreen L3MBTL1–H3K9me1 peptide binding | Lethal(3)malignant brain tumor-like protein 1 (Homo sapiens), Q9Y468 | 230,000 compounds, 0.66% hits; further: nearly all actives have a fitted effect of over 60% in size
Target sequence (Q9Y468 whole entry, looked up): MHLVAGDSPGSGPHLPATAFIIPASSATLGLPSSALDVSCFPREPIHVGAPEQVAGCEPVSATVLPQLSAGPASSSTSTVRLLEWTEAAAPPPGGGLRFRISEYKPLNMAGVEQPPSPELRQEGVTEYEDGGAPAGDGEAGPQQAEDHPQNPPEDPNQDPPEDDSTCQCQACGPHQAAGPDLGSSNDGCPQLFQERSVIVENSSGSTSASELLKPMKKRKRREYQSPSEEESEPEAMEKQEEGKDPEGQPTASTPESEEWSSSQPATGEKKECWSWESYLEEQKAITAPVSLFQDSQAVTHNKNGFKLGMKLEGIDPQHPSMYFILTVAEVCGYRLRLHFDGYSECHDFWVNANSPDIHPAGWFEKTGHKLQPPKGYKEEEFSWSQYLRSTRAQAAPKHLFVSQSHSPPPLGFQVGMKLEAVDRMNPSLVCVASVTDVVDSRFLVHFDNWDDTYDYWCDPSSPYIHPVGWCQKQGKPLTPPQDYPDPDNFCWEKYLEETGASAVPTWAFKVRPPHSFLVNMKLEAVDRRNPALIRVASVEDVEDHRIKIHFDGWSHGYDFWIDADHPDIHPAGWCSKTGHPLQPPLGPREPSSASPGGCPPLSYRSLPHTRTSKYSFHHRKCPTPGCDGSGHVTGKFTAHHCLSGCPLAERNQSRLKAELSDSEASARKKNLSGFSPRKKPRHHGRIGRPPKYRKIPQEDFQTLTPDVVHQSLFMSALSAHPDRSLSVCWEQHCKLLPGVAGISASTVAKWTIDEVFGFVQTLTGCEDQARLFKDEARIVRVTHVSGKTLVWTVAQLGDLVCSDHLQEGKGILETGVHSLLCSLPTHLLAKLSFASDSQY
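AlphaScreen proximity signal between nickel-chelate acceptor and streptavidin donor beads (final 10 ug/mL) reports binding of 50 nM L3MBTL1 to 75 nM biotin-H3 K9me1 peptide; complex incubated with compounds 30 min at room temperature; cefsulodin titration as control.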
aGal spleen mod: qHTS Assay for Inhibitors and Activators of Human alpha-Galactosidase From Spleen Homogenate; Alpha-galactosidase A (Homo sapiens), P06280; Potency, µM (doses to about 80 µM), for inactives: at the top dose activity change, negative = inhibition, hits mostly inhibitors; 240,000 compounds, 0.008% hits; human spleen homogenate, 4MU-alpha-Gal fluorescence, 40 min;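 further: 0% = enzyme with vehicle and -100% = no enzyme basal signal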
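Fluorogenic readout (Ex 365/Em 440 nm) of 4-methylumbelliferone released from 1 mM 4-MU-alpha-galactoside by spleen homogenate, 40 min at 37C, pH 5.0. Data normalized to no-enzyme and enzyme controls; Hill-equation AC50 from compound titrations.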
TRb-SRC2 inh: qHTS for Inhibitors of the Interaction of Thyroid Hormone Receptor and Steroid Receptor Coregulator 2 | TRbeta-SRC2 peptide binding, fluorescence polarization; receptor liganded with 1 µM T3 | Potency, µM (highest dose often 106 µM), inactives show at the highest dose activity change, negative = inhibition, actives largely listed as inhibitors | 280,000 compounds, 0.065% hits;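 further: plate controls were bound peptide for no effect and peptide without receptor for full effect; nearly all actives have a fitted effect of over 50% in size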
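Compounds were added to 0.6 uM TRb ligand-binding domain and 20 nM Texas Red-labeled SRC2 peptide in Tris buffer containing 1 uM T3, incubated 5 hr at ambient temperature, then read by fluorescence polarization.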
Tau fibril FP: qHTS for Inhibitors of Tau Fibril Formation, Fluorescence Polarization | 280,000 compounds, 0.39% hits | Potency, µM (doses to about 57.7 µM), for inactives: at the top dose activity, negative = inhibition, usual class: inhibitors | AID 1468, 2008 | K18 P301L tau heparin fibrillization, Alexa594 FP, 6 h | Microtubule-associated protein tau (Homo sapiens), P10636; further: nearly all actives have a fitted effect of over 55% in size
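Compound effects on tau fibrillization are measured by Alexa 594 fluorescence polarization (ex 555, em 632 nm). K18 P301L tau is used at 15 uM with 0.24 uM labeled tracer, and 20 uM heparin induces aggregation over 6 hr at 37 C.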
* marks the source's active call; other numbers are inactive results; ? = inconclusive; nt = no result given; & = joins results of further samples; [ ] = dose if it differs, or a comment. Unless noted, the call rests on the fitted dose curve; in most records, active means well fitted curve in the direction sought with a large enough effect; inconclusive means small, poorly fitted or top-dose-only effect, or another doubt; inactive means no such curve, though single readings can be large; an effect the other way counts as inactive or inconclusive. Unless noted, on the % scale 0 is the no-effect control and ±100 the full control effect; potency means the concentration at half of the fitted maximal effect.

Values run as follows: TRb-SRC2 inh | TR SRC2 fluor cs | Tau fibril FP | Tau fibril ThT | aGal spleen mod | ALDH1A1 inh | L3MBTL1 inh | Tau fluor counter
- COC(=O)c1c(C)sc(-c2c(-c3cccc(Cl)c3)[nH]c3c2c(=O)[nH]c(=O)n3C)c1O
  2% | -8% | 11% | ? | nt | nt | nt | ?
- CCOC(=O)c1c(/N=C/C2C(=O)CCCC2=O)sc(C)c1C
  0% | 0% | -12% | -17% | -7% | ? | -13% | -20%
- COC(=O)c1cc(-c2c[nH]c3ccccc23)n[nH]1
  -2% | -6% | 11% | ? | 6% | 7% | -5% | ?
- CCc1c(C#N)c(SCCC(=O)Nc2ccc(F)cc2)nc2c1C(=O)CC(C)(C)C2
  -7% | 0% | ? | -8% | -10% | ? | nt | ?
- COc1cc(S(=O)(=O)NC2CCCCC2)ccc1Cl
  1% | -6% | -1% | -3% | 2% | -11% | 3% | -10%
- Cc1ccc(Nc2c(-c3ccc(N4CCOCC4)cc3)nc3ncccn23)cc1C
  -2%&6% | -1%&-2% | ? | ? | -3% | 17% | -6% | ?
- O=C(NCc1cccnc1)/C(=C/c1ccco1)NC(=O)c1ccccc1
  2% | -7% | -6% | -7% | -11% | -2% | 0% | -7%
- O=C(NCc1ccccc1)N1CCN(c2ccc(Cl)c(Cl)c2)CC1
  7% | 2% | 5% | -7% | 0% | 5% | -2% | -4%
- Cc1cc(=O)[nH]c(SCC(=O)NCCOc2ccccc2)n1
  4% | 0% | -4% | 4% | 7% | -3% | 8% | 6%
- CCCCCCCCOC(=O)CCn1[nH]c(=O)c2ccccc2c1=O
  -15% | -2% | 2% | -12% | 8% | -6% | -1% | 1%
- Cc1ccc(NC(=O)c2ccc(Br)cc2)c(C(=O)c2ccccc2)c1
  3% | 1% | 4% | 0% | nt | nt | nt | -13%
- Cc1cc(C)c2oc(-c3ccc(Cl)c(NC(=O)c4cccs4)c3)nc2c1
  1% | ? | -10% | ? | nt | nt | nt | -17%
- Cc1nn(C)c(C)c1S(=O)(=O)N1CCC(CO)(CC2CCCCO2)CC1 (stereo unspecified)
  -11% | 0% | -4% | -9% | 3% | -2% | 5% | -8%
- COc1ccc(CC(=S)N2CCOCC2)cc1OC
  -9% | 0% | -4% | -3% | -29% | 10% | 7% | -4%
- COCCCn1c(Cc2csc(Nc3cccc(Cl)c3)n2)nnc1SCC(=O)OC
  -14% | 0% | 4% | -11% | 4% | -13% | ? | -16%
- CCOCc1c(C(=O)OCC(=O)Nc2ccc(C)c(S(=O)(=O)N(C)C)c2)oc2ccccc12
  1% | 5% | -15% | -4% | -17% | ? | 0% | ?
- CCN(CC)c1nc2n(c(=O)n1)CCO2
  -2% | 1% | 4% | 0% | 2% | -2% | nt | 4%
- CCOC(=O)c1c(Cc2cccc(Cl)c2)c[nH]c1C
  10% | 1% | ? | ? | -5% | -15% | 0% | ?
- CCOC(=O)c1ccc(N=C2SC(C(=O)NC)CC(=O)N2Cc2ccc(F)cc2)cc1 (stereo unspecified)
  -3% | 5% | ? | 4% | 3% | 12% | nt | -21%
- COc1ccc(C(=O)NNC(=O)CSc2nnc(-c3cccnc3)o2)cc1
  1% | -2% | ? | -2% | 8% | -6% | 3% | 5%[2.34 µM]
- CC1=C(C(=O)OCc2ccccc2)C(c2cccs2)NC(=O)N1CCCC(=O)O (stereo unspecified)
  0% | -3% | 3% | -6% | -7% | 6% | 6% | -5%
- O=C(CNC(=O)C1CCCCC1)Nc1ccc(Cl)cc1
  0% | -1% | -4% | 1% | 5% | -14% | 3% | -1%
- COc1ccc(N2CC(C)Cn3c2nc2c3c(=O)n(CCN3CCOCC3)c(=O)n2C)cc1 (stereo unspecified)
  1% | 1% | -4% | -1% | -4% | -5% | 4% | -2%
- NC(=O)N/N=C/C=C/c1ccc(F)cc1
  0% | -1% | 2% | -11% | -5% | 11% | 5% | -6%
- CCN(CC)CCOCCOC(=O)C1(c2ccccc2)CCCC1
  ? | 4% | 0%&6%&-3%&6% | -5%&15%&-6%&-7% | 14% | -2% | nt | -8%&7%&-9%&-1%
- CC(C)c1ccc(NC(=O)c2cnn3c(C(F)F)cc(-c4ccccc4)nc23)cc1
  -3% | ? | -7% | -7% | nt | nt | nt | -15%
- FC(F)(F)c1ccc(NC(=S)NC2CCCCC2)cc1
  -6% | 1% | -9% | -4% | -6% | 5% | 14% | -25%
- COc1ccc2c(c1)sc(=N)n2C
  -2% | 0% | ? | ? | 8% | 20µM* | nt | -1%
- COc1ccc(-c2noc(N3CCN(c4cccc(Cl)c4)CC3)n2)cc1OC
  6% | ? | -11% | ? | nt | nt | nt | -19%
- CCn1cc(-c2n[nH]c(=S)n2-c2ccc(C)cc2Br)c(=O)c2ccc(C)nc21
  4% | -1% | -3% | -16% | 5% | 1% | 2% | -9%
- COC(=O)c1ccc(C(NC(=O)OCc2ccccc2)/C(C)=C/[C@@H](C)C(=O)NCc2cccnc2)cc1 (stereo partly specified)
  -6% | -3% | 2% | -20% | -4% | -5% | nt | -26%
- C=CCNC(=O)c1oc2ccc(S(=O)(=O)N(CC)CC)cc2c1C
  -2% | 2% | 1% | -13% | -3% | 20µM* | 2% | -9%
- Nc1c(C(=O)c2ccccc2)oc2ccccc12
  6% | 0% | 8% | ? | 15% | 7% | nt | ?
- Nc1c(C(=O)Nc2ccccc2Cl)c2ccccn2c1C(=O)c1ccc(Cl)cc1
  6% | -1% | -12% | ? | nt | nt | nt | -29%
- Nc1nc2nc(-c3ccc(OCc4ccccc4)cc3)cc(C(F)(F)F)n2n1
  -12% | -2% | 10% | -7% | 10% | ? | nt | 5%
- O=C(CSc1nnc(Cc2cccs2)n1C1CCCCC1)N1CCN(C(=O)c2ccco2)CC1
  -8% | 1% | 5% | -11% | 5% | -13% | -5% | -3%
- CCOC(=O)C1=C(CC)OC(N)=C(C#N)C1c1ccc(NC(C)=O)cc1 (stereo unspecified)
  -1% | -3% | -2% | ? | 5% | ? | 1% | -17%
- CSc1cccc(NC(=S)N2CCC(N(C)C3CCCCC3)CC2)c1
  0% | 0% | 2% | 0% | 5% | -1% | nt | -4%
- CC(=O)c1sc(N/N=C/c2cccc(O)c2)nc1C
  -3% | -7% | 8% | ? | 2% | ? | 11% | -21%
- Nc1nonc1C(=O)NCCNc1ncccc1[N+](=O)[O-]
  2% | 0% | -5% | -18% | -4% | -5% | nt | -10%
- COc1ccc2c(c1)CC/C(=C\C=C\c1ccccc1)C2=O
  -15% | -4% | -8% | 2.5µM* | 6% | 28µM* | -22% | -25%
- Oc1ccc(CN2CCCc3ccccc32)c2cccnc12
  0% | -7% | 12% | ? | 15% | 10µM* | 28µM* | -20%
- COc1ccc(NC(=O)c2ccccc2CC[N+](=O)[O-])cc1
  7% | 0% | 5% | 3% | 6% | ? | 17% | 5%
- Cc1ccccc1NC(=O)c1ocnc1C
  -7% | -2% | -1% | 0% | 1% | -10% | -12% | 3%
- CN(C)S(=O)(=O)c1ccc(C(=O)NCc2nnc(SCC(=O)Nc3ccc(F)cc3)n2-c2ccc(F)cc2)cc1
  2% | -2% | -10% | -3% | -4% | 7.1µM* | 5% | ?
- O=C1CCc2cc(S(=O)(=O)NC(C(=O)Nc3cccc(F)c3)c3ccccc3)ccc2N1 (stereo unspecified)
  4% | 1% | -3% | 1% | nt | nt | nt | -12%
- CCc1c(C)nc2ncnn2c1N1CCCC(C(=O)NCc2ccco2)C1 (stereo unspecified)
  -19% | 1% | 6% | -10% | 8% | 4% | nt | -4%
- CCOC(=O)c1c(C)[nH]c(C)c1C(=O)COC(=O)c1c(OC)cccc1OC
  5% | 0% | 0% | 2% | 2% | -3% | -11% | -3%

Given with each value named: 4 of the compounds above.
Nc1c(C(=O)c2ccccc2)oc2ccccc12
  TRb-SRC2 inh: 6%	TR SRC2 fluor cs: 0%	Tau fibril FP: 8%	Tau fibril ThT: ?	aGal spleen mod: 15%	ALDH1A1 inh: 7%	L3MBTL1 inh: nt	Tau fluor counter: ?

Nc1c(C(=O)Nc2ccccc2Cl)c2ccccn2c1C(=O)c1ccc(Cl)cc1
  TRb-SRC2 inh: 6%	TR SRC2 fluor cs: -1%	Tau fibril FP: -12%	Tau fibril ThT: ?	aGal spleen mod: nt	ALDH1A1 inh: nt	L3MBTL1 inh: nt	Tau fluor counter: -29%

Nc1nc2nc(-c3ccc(OCc4ccccc4)cc3)cc(C(F)(F)F)n2n1
  TRb-SRC2 inh: -12%	TR SRC2 fluor cs: -2%	Tau fibril FP: 10%	Tau fibril ThT: -7%	aGal spleen mod: 10%	ALDH1A1 inh: ?	L3MBTL1 inh: nt	Tau fluor counter: 5%

O=C(CSc1nnc(Cc2cccs2)n1C1CCCCC1)N1CCN(C(=O)c2ccco2)CC1
  TRb-SRC2 inh: -8%	TR SRC2 fluor cs: 1%	Tau fibril FP: 5%	Tau fibril ThT: -11%	aGal spleen mod: 5%	ALDH1A1 inh: -13%	L3MBTL1 inh: -5%	Tau fluor counter: -3%
